# TSG101-PTAP inh: blocks PTAP/TSG101 interaction to inhibit HIV-1 budding | Q99816 | 340,000 tested, under 10 active | Potency, µM (doses to about 115 µM), without a hit: at the top dose activity change, negative = inhibition, hits mostly inhibitors | Fluorescence polarization, FITC-PTAP peptide / Tsg101 binding; active = well fitted inhibition curve with a large enough effect in the main read-out, with a control signal flat, not every such curve was filed as active; inconclusive = small, poorly fitted or top-dose-only effect, or effect the other way, or a change in a side signal; inactive = no such curve, though single readings can be large or run the other way; note: potency is the fitted concentration of half-maximal effect; % of control where 0% means no effect
# Target sequence (Q99816 whole entry, looked up): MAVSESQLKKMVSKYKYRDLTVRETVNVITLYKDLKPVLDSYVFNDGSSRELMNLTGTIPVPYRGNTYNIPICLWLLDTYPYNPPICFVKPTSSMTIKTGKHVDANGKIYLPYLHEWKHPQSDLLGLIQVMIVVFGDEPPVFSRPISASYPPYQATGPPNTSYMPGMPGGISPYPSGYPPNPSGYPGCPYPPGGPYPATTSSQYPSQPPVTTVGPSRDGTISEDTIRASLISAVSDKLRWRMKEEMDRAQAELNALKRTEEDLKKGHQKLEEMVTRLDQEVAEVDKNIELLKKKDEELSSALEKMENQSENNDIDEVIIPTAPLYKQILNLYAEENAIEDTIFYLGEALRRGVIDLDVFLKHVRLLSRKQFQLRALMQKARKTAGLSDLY
#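 Fluorescence anisotropy tracks displacement of a FITC-tagged PTAP peptide (50 nM) from the Tsg101 binding domain (10 uM), following a 20 min room-temperature incubation at pH 7.5.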
# TCR activator: activates T cell receptor signaling; 330,000 tested, under 10 active; primary human leukocytes, anti-CD3, IL-2 HTRF, 48 h; Potency, µM (highest dose often 9.22 µM), without a hit: at the highest dose activation of IL-2 secretion, most hits filed as activators; active = well fitted activation curve with a large enough effect; inconclusive = small, poorly fitted or top-dose-only effect, or another doubt; inactive = no such curve, though single readings can be large or run the other way; note: % of control where 0% means no effect
#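 48 hr co-incubation of compounds, a-CD3 beads and primary human leukocytes; IL-2 quantified homogeneously by HTRF with anti-IL-2 K and d2 conjugates.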
# uPA surface inh: blocks generation of uPA at the cell surface; 0.31% of 330,000 active; Potency, µM (series often up to 38.3 µM), inactives show top-dose activity change, negative = inhibition, actives largely listed as inhibitors; cell surface uPA generation assay, qHTS; AID 540303; active = well fitted inhibition curve with a large enough effect; inconclusive = small, poorly fitted or top-dose-only effect; inactive = no such curve, though single readings can be large or run the other way; tested in mouse RAW 264.7 cells; note: potency is the fitted concentration of half-maximal effect; % is set by controls: 0 for no effect and ±100 for the full control effect; nearly all actives have a fitted effect of over 55% in size
# An asterisk follows results filed as active; u = inconclusive.
Structure,TCR activator,uPA surface inh,TSG101-PTAP inh
CC(=O)OC1CCC2(C)C(CCC3C2CC(=O)C2(C)C3CC(C(C(C)=O)C(C)=O)C2C(C)=O)C1 (stereo not drawn),-0.1%,-0.8%,-5.4%
O=C(Nc1ccc(F)c(Cl)c1)C1CC2CCC1C2 (stereo not drawn),-7.4%,6.2%,-0.3%
O=S(=O)(CCN1CCCCC1)CCS(=O)(=O)CCN1CCCCC1,0.7%,-1.9%,1.5%
Cc1ccc(S(=O)(=O)N2CC(O)C[C@H]2C(=O)OCC(=O)N2CCN(c3ccc(F)cc3)CC2)cc1C (stereo partly drawn),8.4%,u,-4.4%
c1ccc(-c2cn3ccccc3n2)cc1,-3.5%,-6.2%,-11.2%
Cc1ccc2c(C)c(C)c(=O)n(C)c2c1,1.5%,4.5%,-2.8%
COc1cc(C2c3cc4c(cc3C(O)C3COC(=O)C23)OCO4)cc(OC)c1OC (stereo not drawn),-6.8%,-8.5%,-3.8%
N#CC(=Cc1ccncc1)c1ccccc1,4.2%,-3.2%,-3.0%
CC(=O)C1(C)C(=O)N(c2ccc(F)cc2)C(=O)N1c1ccc(F)cc1 (stereo not drawn),-4.2%,5.4%,-1.0%
COc1ccc(Cl)cc1Nc1nc(NCCO)nc(N2CCCCC2)n1,-9.2%,7.7%,0.0%
CC(C)(C)S(=O)N1Cc2cc(=O)n(Cc3ccccc3)cc2[C@H]1CCO (stereo partly drawn),4.7%,7.0%,-4.7%
CN(CC(=O)Nc1ccccc1Br)C(=O)C1CCN(C(=O)c2ccc(Cl)cc2)CC1,-2.9%,-4.3%,-0.6%
CCOC(=O)CN1C(=O)N[C@@H](c2cccc(F)c2)C(C(=O)OC)=C1C,0.9%,7.4%,-5.7%
COCCC(=O)N1CCCC(C(=O)c2ccccc2SC)C1 (stereo not drawn),5.3%,-1.0%,-4.4%
CC(C)(C)c1ccc(OCC(O)CNC(=O)c2ccccc2C(=O)O)cc1 (stereo not drawn),-10.9%,2.9%,-4.7%
Nc1cc2c(cc1Br)-c1ccc(F)cc1C2=O,-2.1%,-4.5%,1.5%
COc1ccc(CN2C(=O)[C@@H]3Cc4c([nH]c5ccccc45)C(C)(C)N3C2=O)cc1,-29.9%,-0.7%,-3.6%
Cn1c(N2CCC(C(N)=O)CC2)nc2c1c(=O)n(Cc1ccc(Br)cc1)c(=O)n2C,3.1%,5.7%,-4.2%
O=C(NCCc1ccccc1)c1ccc2c(c1)S(=O)(=O)c1ccccc1C2=O,1.7%,0.1%,-1.7%
O=C(N[C@@H](c1ccccc1)[C@H](O)c1ccccc1)[C@@H]1CCCN1C(=O)OCc1ccccc1,-12.9%,10.4%,-3.0%
CCOC(CNCc1cc(C)c2[nH]c3ccccc3c2c1C)OCC,-1.1%,-2.2%,0.8%
CC1CN(C2CCCCC2)C(=S)N(c2ccccc2)C1=O (stereo not drawn),-1.2%,2.8%,-6.7%
CCN(Cc1ccccc1)C(c1ccc(C(F)(F)F)cc1)c1nnnn1C(C)(C)C (stereo not drawn),-6.3%,2.4%,-6.9%
CC(=O)c1cccc(OC(=O)c2ccccc2)c1,-1.8%,7.5%,-8.0%
Cc1ccc2c(c1C)C(=O)C(=O)N2,0.7%,4.7%,-2.4%
O=C(NC1CC1)c1ccc(NC(=O)C2CCCC2)cc1,14.0%,1.4%,-1.9%
Cc1ccc(C2C=C(c3ccccc3)Nc3ncnn32)cc1 (stereo not drawn),1.3%,5.9%,2.2%
COc1cc(OC)cc(C(=O)NC(C(=O)NNC(=O)CN(C)S(=O)(=O)c2ccc(C)cc2)C(C)C)c1 (stereo not drawn),-9.4%,12.5%,-2.8%
c1ccc(-c2ccc3c(n2)CCCO3)cc1,-0.6%,-17.9%,-0.9%
O=c1cc(-c2ccccc2)nc2cc(-c3ccc(F)cc3)[nH]n12,-6.4%,-4.7%,2.1%
Cc1ccc(Cn2c(C(C)Nc3nc(-c4ccc(F)cc4)cs3)nc3cc(C(=O)NCCCO)ccc32)cc1 (stereo not drawn),-2.4%,-11.6%,0.7%
Cc1ccc(S(=O)(=O)NC(=O)N2CCCC2)cc1,-3.1%,4.6%,-3.4%
O=C1C(=Cc2ccco2)CCCC1=Cc1ccco1,-2.3%,-13.6%,-2.0%
CCN(CC)CCNC(=O)c1ccc(NC(=O)c2cccc(S(=O)(=O)N3CCCCCC3)c2)cc1,-2.5%,-8.5%,-1.3%
CC/C(=N/NC(=O)c1ccc2c(c1)OCO2)c1ccccc1O,3.2%,u,-0.2%
CCOc1ccc(OCCC(=O)N(CC)CC(=O)Nc2ccccc2OC)cc1,-1.4%,-2.7%,-6.3%
O=C(NCc1ccc2c(c1)OCO2)c1cc(-c2ccccc2)nn1CC1CC(c2cccnc2)=NO1 (stereo not drawn),3.0%,20.3%,-2.6%
Cn1c(N)c(C(=O)COC(=O)c2cc(S(=O)(=O)NCc3ccccc3)ccc2O)c(=O)n(C)c1=O,3.0%,-2.6%,-3.5%
CNc1nc(Cl)nc2ncn(C)c12,-2.0%,0.8%,-4.5%
CC(C)(C)OC(=O)n1cccc1/C=C1\c2ccccc2C(=O)N1c1ccccc1,7.0%,-6.7%,0.5%
CC(C)C[C@@H](CNCC(=O)[C@H](Cc1ccccc1)NC(=O)c1[nH]cnc1C(=O)N[C@@H](C)CN)NC(=O)c1nc[nH]c1C(=O)N[C@@H](CC(=O)O)C(=O)O,-11.4%,8.1%,-9.1%
CCOC(=O)C1(Cc2ccccc2C#N)CCCCC1=O (stereo not drawn),-3.4%,-1.6%,1.4%
CC1CC(=Cc2ccc([N+](=O)[O-])cc2)C(=O)O1 (stereo not drawn),-5.6%,-1.8%,-4.1%
COc1ccccc1NC(=O)N(O)C1(C#N)CCCCC1,-5.5%,0.9%,0.9%
CCC(=O)NCCc1nc(-c2ccccc2)no1,6.6%,12.5%,-1.5%
O=C(O)C1CC2C3CC(C(=O)O)C(C3)C2C1 (stereo not drawn),4.8%,1.1%,0.2%
O=C(C(=O)c1cc(Br)ccc1O)c1cc(Br)ccc1O,8.1%,-5.4%,-3.1%
Cn1c(=O)c2[nH]c(C=Cc3ccc4c(c3)OCO4)nc2n(C)c1=O,-4.9%,1.0%,-0.6%
CN(C)C(CNC(=O)c1cccc(S(=O)(=O)N2CCN(c3ccccc3)CC2)c1)c1ccccc1 (stereo not drawn),-112.3%,-21.4%,-6.8%
Oc1ccccc1-c1n[nH]c(-c2ccccc2O)n1,-4.1%,-6.7%,-4.8%

# More results follow.
Structure,TCR activator,uPA surface inh,TSG101-PTAP inh
OCC[C@H]1C[C@H](O)[C@@H](O)[C@]2(CCCCO2)O1,14.2%,-1.5%,1.4%
O=C(/C=C/c1c(Cl)cccc1Cl)NCCCn1ccnc1,-2.4%,-2.3%,0.9%
CC(=O)Nc1ccc2c(c1)-c1ccc(F)cc1C2=O,4.3%,-0.2%,-1.8%
C[C@H](O)[C@@H]1C(=O)N2CCc3ccc(-c4cccc(F)c4)cc3[C@@H]2C[C@@H]1N(C)S(=O)(=O)c1ccccc1,-3.3%,u,-11.6%
O=S(=O)(O)c1ccc(SCc2ccccc2)nc1,-1.3%,12.5%,-1.7%
COc1ccccc1NS(=O)(=O)c1cc(C(=O)NC2CCN(Cc3ccccc3)CC2)ccc1C,1.8%,u,-2.3%
CCOC(=O)C[C@H]1c2cc(C(F)(F)F)ccc2S(=O)(=O)N1C(C)C,2.2%,-21.8%,2.6%
CC(C)(C)OC(=O)N(CCc1ccccc1)Cc1ccccc1OCc1cccc(NC(=O)C2CCC2)c1,13.6%,-18.2%,-7.3%
Cc1ccc(SCC(=O)N2CCN(c3ccc(F)cc3)CC2)cc1,-7.8%,0.4%,-1.4%
COc1ccc(NC(=O)CSc2nnc(CN3CCOCC3)n2C)cc1Cl,4.8%,2.4%,-2.3%
COc1ccccc1NC(=S)NNC(=O)c1ccccc1,4.2%,-2.2%,0.5%
COC(=O)c1sc(NC(=O)CSc2nc3nc(C)cc(C)n3n2)c(C(=O)OC)c1C,-14.8%,0.4%,2.7%
CC(C)(CNC(=O)c1cccc(F)c1)CNC(=O)c1cccc(F)c1,11.4%,5.6%,-0.3%
c1ccc(C2OCCN2c2ccccc2)cc1 (stereo not drawn),-2.0%,-4.8%,0.5%
COc1cccc(NC(=O)c2cc(-c3ccc(OC)cc3OC)nc3ccccc23)c1,-13.9%,5.7%,5.9%
CCCNc1ncnc2[nH]ncc12,-1.0%,-0.7%,-3.8%
CC(=O)Oc1ccc(-c2cc3ccccc3oc2=O)cc1,5.3%,-17.7%,0.2%
COc1ccc(NS(=O)(=O)c2cccc(C(=O)NCC(c3ccc(OC)cc3)N3CCCCC3)c2)cc1 (stereo not drawn),1.6%,-9.0%,-3.9%
C=C1CCN([C@H](C(=O)O)C(C)C)S(=O)(=O)c2ccccc21,3.5%,6.5%,-3.1%
O=C(O)/C(=C/c1ccc(Cl)c([N+](=O)[O-])c1)c1ccc(S(=O)(=O)N2CCCCC2)s1,-6.6%,3.4%,-9.5%
O=C1O[C@H](CO)[C@@H](O)[C@H](O)[C@H]1O,4.2%,-0.2%,-2.1%
CCN(CC(=O)NCc1cccs1)C(=O)c1cccc(S(=O)(=O)Nc2ccc(F)cc2)c1,4.8%,6.5%,0.0%
CCC1(CC)C(=O)C2=C3C1[C@H](C(=O)OC)C=C(C(=O)OC)C[C@H]3n1c(=O)n(C)c(=O)n1[C@H]2C (stereo partly drawn),-8.0%,-2.7%,-1.0%
Cc1onc(-c2ccccc2)c1-c1n[nH]c(=S)n1-c1ccccc1,1.3%,3.6%,-3.9%
Cc1ccc(CNC(=O)c2ccc(C)s2)cc1,-0.5%,-0.4%,0.2%
CCOc1ccc(NC(=O)COc2ccc(N3CC(C(N)=O)CC3=O)cc2)cc1 (stereo not drawn),6.3%,-0.5%,-0.1%
O=C(O)c1cccc2c1Oc1ccccc1S2(=O)=O,1.1%,-0.8%,-0.2%
O=C1C=C(N2CCCCC2)c2ccccc2C1=O,2.0%,-15.5%,-2.1%
CCc1ccccc1NC(=O)CN1CCN(CC(=O)Nc2ccc3c(c2)OC2(CCCCC2)O3)CC1,3.6%,11.6%,-0.3%
Nc1nc(-c2ccccc2)c(CCCOc2ccc([N+](=O)[O-])cc2)c(=O)[nH]1,3.9%,4.4%,1.8%
Brc1cccc(CNn2cnnc2)c1,-1.8%,3.7%,2.3%
CC1CCCN(CC(O)CN2CCN(CC(O)CN3CCCC(C)C3)C(C)C2)C1 (stereo not drawn),7.8%,3.3%,-5.4%
O=C(Nc1ccc2oc(=O)c(C(=O)O)cc2c1)Oc1ccccc1,10.9%,4.3%,2.0%
COc1ccc(OC)c(C2=Nn3c(nnc3-c3ccncc3)SC2)c1,7.6%,1.2%,-2.5%
O=C1c2ccccc2S(=O)(=O)N1CCCN1C(=O)c2ccccc2S1(=O)=O,-5.0%,-0.2%,0.7%
O=C1C=CC(=O)N1Cc1ccncc1,-1.5%,0.0%,-6.0%
CCC1(CC(C)C)SC(N)=NC1=O (stereo not drawn),3.5%,11.9%,1.5%
CC(C)C[C@H]1CNC(=S)N1CC1CCCN1C[C@H](CC(C)C)N1C[C@H](Cc2ccc(O)cc2)N(CC2CCCCCC2)C1=S (stereo partly drawn),5.2%,19.5%,-6.0%
O=C1[C@H](Cc2ccccc2)NCC=CC[C@H](c2ccc(Cl)cc2)N1Cc1ccccc1,3.8%,-12.3%,-3.2%
CN(C(=O)c1ccc(NC(=O)Cc2ccc(NC(=O)C3CCCN(C(=O)C4CCCCC4)C3)cc2)cc1)C1CCCC1 (stereo not drawn),6.3%,12.3%,2.2%
O=C(Nc1ccccn1)c1ccccc1,6.0%,-4.2%,0.9%

# Five compounds from above, sorted by SMILES length, falling.
Structure,TCR activator,uPA surface inh,TSG101-PTAP inh
CC(C)C[C@H]1CNC(=S)N1CC1CCCN1C[C@H](CC(C)C)N1C[C@H](Cc2ccc(O)cc2)N(CC2CCCCCC2)C1=S (stereo partly drawn),5.2%,19.5%,-6.0%
O=C1[C@H](Cc2ccccc2)NCC=CC[C@H](c2ccc(Cl)cc2)N1Cc1ccccc1,3.8%,-12.3%,-3.2%
COc1ccc(OC)c(C2=Nn3c(nnc3-c3ccncc3)SC2)c1,7.6%,1.2%,-2.5%
O=C1C=CC(=O)N1Cc1ccncc1,-1.5%,0.0%,-6.0%
Brc1cccc(CNn2cnnc2)c1,-1.8%,3.7%,2.3%

# This is a subset; count on the stated rates, not on these rows.
